Screens: PubChem BioAssay, several laboratories
rCAG RNA binder: molecules binding r(CAG) RNA repeats; inhibition, % at 3 µM; r(CAG) RNA repeat, TO-PRO-1 dye displacement fluorescence; hit rate 1.3% among 370,000;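 active = inhibition above the plate cutoff, the mean of all test compounds on that plate plus 3 SD, cut at about 35% in these data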;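 note: 0% = DMSO alone and 100% = 100 µM mitoxantrone as full dye displacement; higher means more dye released from RNA so lower well fluorescence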
proKLK7 act: activators of human kallikrein-7 zymogen. purified proKLK7, EDANS-DABCYL substrate fluorescence; 100% is mature enzyme control, 0% vehicle. hit rate 0.9% among 370,000. activation, % at 7 µM. AID 652039;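 active = activation above the mean of all tested compounds plus 3 SD, computed per campaign excluding outliers beyond control limits, cut at about 13% in these data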
Target sequence (P49862 whole entry, looked up): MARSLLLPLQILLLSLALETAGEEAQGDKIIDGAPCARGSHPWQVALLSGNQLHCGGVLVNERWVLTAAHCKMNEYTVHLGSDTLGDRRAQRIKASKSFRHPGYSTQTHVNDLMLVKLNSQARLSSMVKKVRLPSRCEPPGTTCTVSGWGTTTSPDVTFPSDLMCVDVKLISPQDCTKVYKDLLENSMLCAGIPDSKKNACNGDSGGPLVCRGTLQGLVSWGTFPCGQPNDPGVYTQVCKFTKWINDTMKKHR
ASAP1 GAP inh: ASAP1 ArfGAP inhibition; Q9ULH1; ASAP1-stimulated ARF1 GTP hydrolysis, GDP FP detection; inhibition, % at 16.5 µM; hit rate 0.19% among 360,000; AID 624377; in the data active = inhibition above about 25%;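 note: 0% = vehicle with enzyme and substrate and 100% = no enzyme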
HGIII-sPLA2 inh: Inhibits HGIII-sPLA2 liposome hydrolysis, primary screen; QFRET BODIPY PC-A2 liposome hydrolysis, fluorescence; hit rate 0.56% among 370,000; inhibition, % at 12.2 µM; Q9NZ20;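 active = inhibition above mean plus 3 SD of compounds lying within the high and low control bounds, cut at about 19% in these data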;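 note: 0% = median of test compound wells and 100% = no enzyme DMSO wells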
ADAM10 inh: inhibits human ADAM10. recombinant ADAM10, EDANS/DABCYL FRET peptide cleavage, 3 h. inhibition, % at 7 µM. hit rate 0.62% among 370,000;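 active = inhibition above a per-campaign cutoff equal to the mean of compounds falling between control-based bounds plus 3 SD, cut at about 20% in these data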;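 note: 0% = DMSO wells while the 100% control is not disclosed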
Target sequence (O14672 214-748 limits assumed): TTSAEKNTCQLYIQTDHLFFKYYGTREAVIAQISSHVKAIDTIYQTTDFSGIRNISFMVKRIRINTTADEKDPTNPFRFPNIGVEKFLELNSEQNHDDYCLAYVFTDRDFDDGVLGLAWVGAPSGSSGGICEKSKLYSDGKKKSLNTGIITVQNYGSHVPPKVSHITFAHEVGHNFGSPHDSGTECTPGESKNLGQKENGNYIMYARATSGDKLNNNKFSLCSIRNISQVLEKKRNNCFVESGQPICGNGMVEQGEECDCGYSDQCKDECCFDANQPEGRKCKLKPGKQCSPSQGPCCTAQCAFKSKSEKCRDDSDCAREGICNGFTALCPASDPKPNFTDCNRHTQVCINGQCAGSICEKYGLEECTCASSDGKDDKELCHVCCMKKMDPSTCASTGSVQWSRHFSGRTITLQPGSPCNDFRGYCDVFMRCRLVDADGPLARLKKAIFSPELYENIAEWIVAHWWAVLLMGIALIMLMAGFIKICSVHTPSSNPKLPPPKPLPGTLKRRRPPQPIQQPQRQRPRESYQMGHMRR
Tn6 DDE FP: inhibitors of Tn6 peptide binding to human fibrin DD(E); inhibition, % at 8.3 µM; hit rate 0.21% among 370,000; Fibrin DD(E) TRITC-Tn6 fluorescence polarization displacement; P02675;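 active = inhibition above a per-campaign cutoff: mean of compounds within control limits plus 3 SD, cut at about 15% in these data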;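 note: 0% = median of all compound wells on the plate and 100% = blocking peptide control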
GC-B act: GC-B (human) receptor activation; HEK293-GC-B cells, CNP EC30, cGMP TR-FRET; 0% at EC30 CNP, 100% saturating CNP; hit rate 0.11% among 370,000; activation, % at 10 µM; P20594;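 active = activation at 10 µM reaching about 35% in either raw or pattern-adjusted values, limit read from the data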
FXN GAA850 act: activators of GAA850 frataxin (FXN) promoter; HEK293 lucGAA850 FXN promoter luciferase reporter, 24 h; percent of 10 µM SAHA response; activation, % at 6 µM; hit rate 0.56% among 360,000;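 active = activation above the average of all compounds screened plus 3 SD, cutoff fixed separately per campaign, cut at about 7.5% in these data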;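 note: 0% = DMSO wells and 100% = 10 µM SAHA wells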
NPR1 activator: GC-A (human) enzyme activation; AID 1671463; hit rate 0.14% among 370,000; activation, % at 10 µM; P16066; HEK293 GC-A cells, cGMP TR-FRET, EC30 ANP; 0% at EC30 ANP, 100% saturating ANP; in the data active = activation above about 40%
ARFGAP1 inhibitor: inhibits rat ARF GTPase activating protein 1; Q62848; Arfgap1-stimulated ARF1 GTP hydrolysis, GDP FP detection; inhibition, % at 16.5 µM; hit rate 0.26% among 360,000;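 active = inhibition above a per-plate limit, mean inhibition of low control wells plus 3 SD, cut at about 25% in these data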;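 note: 0% = DMSO wells with enzyme and 100% = wells lacking Arfgap1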
Target sequence (Q62848 1-136 limits assumed): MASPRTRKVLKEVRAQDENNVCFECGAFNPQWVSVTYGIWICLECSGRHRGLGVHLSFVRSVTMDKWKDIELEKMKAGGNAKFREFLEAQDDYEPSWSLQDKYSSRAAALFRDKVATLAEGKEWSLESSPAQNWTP
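System: truncated rat Arfgap1 GAP domain / Benchmarks: high control wells lacking Arfgap1, low control full reaction with DMSO / Times: compound-enzyme preincubation 20 min, reaction 120 min, detection 60 min, 25 °C / Repeats: one replicate per compound / Also added: human ARF1(Δ1-17)-GTP substrate / Measured by: Tracer-displacement fluorescence polarization with EDTA stop, 620/688 nm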
Numbers without * were called inactive; i = inactive; · = no result given. The order is random; about 4.5% have a hit in one of these screens.

Start of the data: the first 2 entries (preview)
SMILES	rCAG RNA binder	proKLK7 act	ASAP1 GAP inh	HGIII-sPLA2 inh	ADAM10 inh	Tn6 DDE FP	GC-B act	FXN GAA850 act	NPR1 activator	ARFGAP1 inhibitor
COc1ccc(OC)c(NC(=O)CSCc2cnn(-c3ccccc3)c2-n2cccc2)c1	-4	-0.1	3	-6	12	-2	-12	2.9	-5	-8
O=C(Nc1ccccc1C(=O)N1CCCC1)c1ccccc1	-3	-1.5	-13	6	-6	-6	-1	0.6	0	-2

Main list, previewed entries included:
SMILES	rCAG RNA binder	proKLK7 act	ASAP1 GAP inh	HGIII-sPLA2 inh	ADAM10 inh	Tn6 DDE FP	GC-B act	FXN GAA850 act	NPR1 activator	ARFGAP1 inhibitor
COc1ccc(OC)c(NC(=O)CSCc2cnn(-c3ccccc3)c2-n2cccc2)c1	-4	-0.1	3	-6	12	-2	-12	2.9	-5	-8
O=C(Nc1ccccc1C(=O)N1CCCC1)c1ccccc1	-3	-1.5	-13	6	-6	-6	-1	0.6	0	-2
C=C(C)C(=O)N1CC2(CC(c3cccc(NC(=O)/C(C)=C\C)c3)=NO2)C[C@H]1C(N)=O (stereo not given in full)	-4	0.4	4	6	-6	-1	5	0.9	-1	-4
Cc1ccc(-c2nnn(CC(=O)N(Cc3ccco3)C(C(=O)NC(C)(C)C)c3cccs3)n2)o1 (stereo not given)	3	0.2	-4	-10	1	6	-10	0.6	0	0
CCOc1c2ccc(C(=O)N[C@H](C)C3CCCCC3)cc2nn1CCOC	-5	2.5	8	-3	i	-2	4	1.4	3	0
COc1ccc2oc(C(=O)OC(C)C(=O)N3C(C)CCCC3C)c(C)c2c1 (stereo not given)	-3	2.3	5	3	-343	6	-2	0.8	0	-11
CN1CCN(Cc2ccc(OCc3ccccc3)cc2)CC1	-2	-0.2	-4	-5	3	4	0	4.5	1	-9
CC(C)(C)c1ccc(C(=O)NNC(=O)c2ccccc2Br)cc1	1	0.1	6	-11	-1	-6	2	0.8	0	-8
Cn1ccnc1SCC(=O)Nc1nc2ccccc2s1	-1	-0.1	-3	3	3	-1	0	3.8	-4	2
CCN(CC(=O)NC(=O)NC1CCCCC1)Cc1nc2ccccc2c(=O)[nH]1	2	0.2	-11	10	-11	9	4	4.3	1	-4
Cc1ccccc1C(=O)NNC(=O)C12CC3CC(CC(C3)C1)C2	-3	-0.1	-10	5	4	2	1	0.1	1	9
Cc1ccccc1NC(=O)Nc1cc(-c2ccccc2)nn1C	2	-0.2	14	-7	-2	-3	-2	2.9	5	6
OCC(O)C1OC(Oc2ccccc2)C(O)C(O)C1O (stereo not given)	4	-0.4	-8	-3	-3	2	8	-0.6	2	-2
c1ccc(-c2csc(Nc3cccnc3)n2)cc1	5	0.1	15	-28	8	-1	-6	4.9	0	8
Cc1nc2ccccc2nc1CSc1nncs1	2	0.6	-6	7	-5	-2	-6	0.8	-1	1
CCSc1nnc(-c2cc(Br)ccc2N)c(=O)[nH]1	5	0.4	-15	2	-4	2	1	1.7	-1	-10
CCOc1ccc(S(=O)(=O)Nc2cccnc2)cc1	-1	0.0	6	-1	-4	-1	1	0.3	3	-2
Cc1ccc(C)c(NC(=S)NNC(=O)c2csc3c2CCCC3)c1	15	0.2	4	10	9	-1	-1	0.5	-4	-4
Cc1cccc(C)c1NC(=O)COC(=O)c1cc[n+]([O-])cc1	-2	-0.3	10	7	-6	8	2	0.0	5	5
CCCCn1nnc(NC(=O)c2ccc(-c3ccccc3)cc2)n1	-3	-0.6	1	-3	-9	-1	0	0.9	0	4
O=C(Nc1nc(-c2ccccc2)cs1)c1cccc([N+](=O)[O-])c1	9	0.5	7	-10	13	-4	0	-1.7	1	12
CC1C/C(=C\c2ccccc2[N+](=O)[O-])c2nc3ccccc3c(C(=O)O)c2C1 (stereo not given)	22	0.6	10	-8	-43	-7	0	1.7	4	-7
COc1ccc(C=C2C=C(C(C)(C)C)C(=O)C(C(C)(C)C)=C2)cc1OC	-4	-0.5	9	0	5	3	-7	1.4	-22	2
CCC(=O)c1ccc(OCC(=O)OCC(=O)NC2CCCCCC2)cc1	-8	0.5	-8	5	-14	-4	9	0.9	14	2
CCOC(=O)c1oc2ccc(CNC(C)(C)C)c(Cl)c2c1C	10	-0.5	16	-6	8	-8	6	0.5	0	6

Carrying on.
SMILES	rCAG RNA binder	proKLK7 act	ASAP1 GAP inh	HGIII-sPLA2 inh	ADAM10 inh	Tn6 DDE FP	GC-B act	FXN GAA850 act	NPR1 activator	ARFGAP1 inhibitor
COC(=O)c1cccc(CSc2nnc(C)s2)c1	3	-0.2	5	7	-12	-9	1	0.3	-1	-3
O=c1[nH]c(=O)c2nnc(N/N=C\c3ccc(O)cc3)nc2[nH]1	3	1.0	7	1	10	-3	-7	-0.1	-1	4
CC(=O)c1cn(CC(=O)NCc2ccco2)c2ccccc12	2	-0.3	0	1	3	-2	6	-0.4	-3	-18
CCNC(=O)C1(C)CCCN1C(=O)c1cc(OC)c(OC)c(OC)c1 (stereo not given)	5	0.1	-19	10	10	4	1	2.7	3	-9
CCCCn1c(SCC(=O)Nc2ccc(NC(C)=O)cc2)nc2ccccc2c1=O	-1	-0.1	9	0	-5	-2	-7	0.1	0	4
COC(=O)[C@@]1(C)[C@H]2C(=O)N(C)C(=O)[C@H]2[C@H]2CN=C(SCc3ccc(C#N)cc3)N21	2	-0.2	0	2	-3	3	0	0.6	2	2
CC(C)CC(=O)N/C(N)=N/c1nc2ccccc2o1	-2	0.2	-20	6	2	-4	-12	2.9	16	4
CCCC(=O)Nc1ccc(S(=O)(=O)N2CCCC2)cc1	-2	0.2	21	-10	6	-2	9	2.3	3	-7
COc1ccccc1N(C(=O)c1snc(C(N)=O)c1N)C(C(=O)NC1CCCC1)c1ccco1 (stereo not given)	0	5.0	-4	-1	-319	-9	-14	-0.9	-24	2
O=C(CSc1nnc(-c2cccc(Cl)c2)n1Cc1ccco1)Nc1ccc2c(c1)OCO2	5	0.9	·	-19	6	-2	1	·	-9	·
O=C(CSc1nnnn1C1CCCCC1)NCc1ccccc1	-2	-0.5	-3	-1	-12	6	-2	2.6	0	4
CN(C)/C=c1\sc2c(C#N)cc(C(=O)c3ccc(Br)cc3)n2c1=O	3	0.0	-5	5	-1	-12	3	-1.5	7	-6
COc1cc(/C=C/C(=O)Nc2ccc(OC)c(S(=O)(=O)N3CCOCC3)c2)ccc1OCC#N	4	40*	6	-8	1	3	-4	-0.8	3	-6
O=C(NCC1CCCO1)C1C2C=CC3(CN(Cc4cccs4)C(=O)C13)O2 (stereo not given)	2	-0.4	-10	0	-6	-4	2	-1.5	6	2
Cc1cc(=O)oc2c3c(cc(OCC(=O)NCC(=O)O)c12)OC(C)(C)CC3	4	43*	-2	2	i	3	1	1.6	2	-2
O=C(c1ccccc1)c1ccc(COC(=O)c2cnccn2)cc1	-5	0.4	9	0	5	-1	1	0.7	0	1
COCCNC(=S)N(Cc1cccnc1)Cc1ccc(OC)c(OC)c1	-1	0.2	3	4	1	0	4	5.3	-2	3
COc1ccc(S(=O)(=O)N2CCc3cc4c(cc3C2C)OCCCO4)cc1 (stereo not given)	3	0.4	-4	-1	0	1	-1	0.4	-2	0
CC([NH2+][O-])C(C)(C)NO (stereo not given)	3	0.3	5	4	2	-1	4	-0.2	3	2
Cc1ccc(S(=O)(=O)N(C)C)cc1NC(=S)NCCCn1ccnc1	-1	-0.3	10	3	-6	-1	1	0.9	5	8
COc1ccccc1CNC(=O)N[C@@H](Cc1ccccc1)C(=O)O	4	-0.2	-6	10	-12	0	1	0.7	-6	17
Cc1ccc(CNC(=O)CN2C(=O)CSc3ccc(S(=O)(=O)N4CCCCC4)cc32)cc1	1	0.1	-3	-1	-3	3	1	0.9	1	-2
CCCC1=C(C(=O)OCC)C(c2ccco2)C(C#N)=C(N)O1 (stereo not given)	-6	1.3	-16	-17	-10	-2	-6	0.3	-7	4
CN(C)S(=O)(=O)c1ccc(N2CCCC2)c(C(=O)Nc2ccccc2Br)c1	-1	0.1	-1	12	-5	3	11	1.8	1	-14
O=C(CN1C(=O)NC(c2ccccc2)(c2ccccc2)C1=O)NCc1cccs1	-1	0.3	10	-6	-9	-1	6	-1.3	-4	-1

Other structures follow.
SMILES	rCAG RNA binder	proKLK7 act	ASAP1 GAP inh	HGIII-sPLA2 inh	ADAM10 inh	Tn6 DDE FP	GC-B act	FXN GAA850 act	NPR1 activator	ARFGAP1 inhibitor
CCOC(=O)C(C)Sc1nnc(-c2c[nH]c3ccccc23)n1C (stereo not given)	-1	0.3	7	17	1	3	-15	-0.6	1	8
COc1ccc(C)cc1NC(=O)COC(=O)C1CCN(C(=O)c2ccc(Cl)cc2)CC1	-7	0.3	2	-10	-3	-4	-3	1.1	-3	7
CC(Oc1ccccc1F)c1nnc(SCC(=O)c2c(N)n(C3CC3)c(=O)[nH]c2=O)o1 (stereo not given)	2	-0.9	-14	-3	-12	8	-1	0.0	0	-1
COC(=O)c1ccc(CSc2nnc(CS(=O)Cc3ccc(Br)cc3)n2-c2ccccc2)cc1 (stereo not given)	1	0.0	-3	-21	3	5	-12	-1.7	-9	0
O=C(c1cc2cc(F)ccc2[nH]1)N1CCN(Cc2ccc3c(c2)OCO3)CC1	0	0.4	8	-25	6	-3	1	1.4	5	2
CCOC(=O)c1[nH]c(C)c(C(=O)Nc2ccc(Cl)cc2)c1C	3	0.2	0	7	4	-2	-5	2.2	-9	-7
COc1ccc(Cl)cc1NS(=O)(=O)c1cccc2cccnc12	7	-0.1	-12	1	7	0	-6	1.7	-17	21
CCCn1cnc2cc(NCc3ccccn3)ccc21	4	0.4	7	14	-62	2	-1	2.4	0	2
C=CCNC(=O)/C(C#N)=C/c1c(C)nn(-c2ccccc2)c1Cl	-2	-0.1	6	2	11	3	5	-3.4	6	0
N#CC1=C(SCC(=O)NCc2ccccc2)NC(=O)CC1c1ccco1 (stereo not given)	5	-0.4	-1	-2	1	-10	6	0.0	0	4
CCN1C(=O)C2C(c3ccccc3F)NC(Cc3ccc(O)cc3)(C(=O)OC)C2C1=O (stereo not given)	-4	0.3	-3	2	4	2	2	-0.2	1	10
CCCSc1nc(SCC(=O)NCc2ccccc2)c2c3c(sc2n1)COC(C)(C)C3	2	-0.1	4	4	-1	-4	-12	-0.9	-6	-5
O=C(CCc1ccc(O)c(O)c1)N/N=C/c1ccc2c(c1)OCO2	3	1.1	7	-6	-232	-1	1	3.2	1	4
CCOC(=O)c1c(NC(=O)Cc2cccs2)sc(C(=O)NC2CCCCC2)c1C	-4	-0.5	-8	5	-4	-7	11	0.2	20	3
Cc1ccc(C(=O)N/N=C\c2sccc2C)cn1	1	-0.7	-1	0	-1	-3	-3	5.1	3	-13
CCCCN(C=O)c1c(CC)nc2ccc(C(=O)NCCc3ccccn3)cn12	-3	1.5	-17	-1	-25	7	5	2.1	-3	9
O=C(CSc1nnc2ccc(-c3ccc(F)cc3)nn12)N1CCOCC1	-11	2.5	1	7	-94	4	0	2.1	1	-2
N#Cc1nc(COc2ccc(-c3ccccc3)cc2)oc1NCCCN1CCOCC1	0	-0.1	-13	9	-2	-4	6	-0.1	5	12

2 compounds from above with just FXN GAA850 act:
SMILES,FXN GAA850 act
Cc1ccc(C(=O)N/N=C\c2sccc2C)cn1,5.1
CCCCN(C=O)c1c(CC)nc2ccc(C(=O)NCCc3ccccn3)cn12,2.1
